TIM10 inh – growth inhibitors of isogenic TIM10 control yeast, primary screen, counter-screen for tim10-1 yeast inhibitor project, luminescence, uHTS; S. cerevisiae TIM10 strain growth, BacTiter-Glo luminescence, 24 h; inhibition, % at 10 µM; hit rate 1.4% among 330,000; AID 463195, 2010;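 active = inhibition of 40% or more at the single tested concentration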;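 also: wild-type TIM10 isogenic control strain grown at permissive 25 °C; 0% = DMSO yeast wells and 100% = minimal medium wells without yeast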
Mdm2-MdmX inh – inhibitors of human Mdm2-MdmX association, primary screen, cell-based, luminescence, split luciferase, SaOS-2, uHTS. Protein Mdm4 (Homo sapiens) + E3 ubiquitin-protein ligase Mdm2 (Homo sapiens), …. SaOS-2 split-luciferase Mdm2/MdmX complementation. inhibition, % at 8 µM. hit rate 3% among 330,000;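 active = inhibition of at least 50% at 8 µM in the primary screen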
Target sequence (O15151 whole entry, looked up): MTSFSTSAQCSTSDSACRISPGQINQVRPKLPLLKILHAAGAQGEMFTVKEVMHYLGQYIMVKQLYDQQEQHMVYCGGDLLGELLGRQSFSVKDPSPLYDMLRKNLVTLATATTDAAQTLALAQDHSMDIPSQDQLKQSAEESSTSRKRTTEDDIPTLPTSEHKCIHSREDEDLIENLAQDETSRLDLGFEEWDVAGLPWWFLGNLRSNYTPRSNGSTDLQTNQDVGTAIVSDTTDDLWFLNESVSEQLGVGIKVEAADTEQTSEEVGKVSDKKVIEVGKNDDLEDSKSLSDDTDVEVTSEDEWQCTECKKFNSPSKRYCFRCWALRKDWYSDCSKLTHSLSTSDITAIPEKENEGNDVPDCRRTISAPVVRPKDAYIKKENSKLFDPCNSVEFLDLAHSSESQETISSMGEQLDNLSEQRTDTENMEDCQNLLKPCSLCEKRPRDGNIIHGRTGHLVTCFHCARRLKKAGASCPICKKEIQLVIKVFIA
Target sequence (Q00987 whole entry, looked up): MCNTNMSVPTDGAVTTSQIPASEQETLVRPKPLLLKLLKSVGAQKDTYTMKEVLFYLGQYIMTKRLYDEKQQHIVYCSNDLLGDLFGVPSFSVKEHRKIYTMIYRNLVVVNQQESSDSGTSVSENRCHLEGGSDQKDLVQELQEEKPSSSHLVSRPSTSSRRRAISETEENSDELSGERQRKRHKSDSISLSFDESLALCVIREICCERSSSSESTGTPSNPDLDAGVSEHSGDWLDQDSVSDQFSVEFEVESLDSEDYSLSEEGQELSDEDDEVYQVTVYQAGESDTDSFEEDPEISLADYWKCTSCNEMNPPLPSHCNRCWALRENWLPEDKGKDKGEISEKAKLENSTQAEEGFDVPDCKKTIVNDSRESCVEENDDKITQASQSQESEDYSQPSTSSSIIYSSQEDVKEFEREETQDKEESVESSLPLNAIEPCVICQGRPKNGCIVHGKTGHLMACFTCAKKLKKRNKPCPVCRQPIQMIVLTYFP
697 NFkB inh – inhibitors of PMA/ionomycin-induced NF-kB reporter, 697 cells, primary screen, B-cell NF-kB inhibitor project, cell-based, luminescence, uHTS. 697 B-cell NF-kB luciferase reporter, 16 h. inhibition, % at 4 µM. hit rate 0.33% among 330,000; in the data active = inhibition above about 35%
tim23-1 inh – growth inhibitors of tim23-1 mutant yeast, primary screen, luminescence, uHTS; hit rate 1.3% among 330,000; AID 463212, 2010; inhibition, % at 20 µM; S. cerevisiae tim23-1 growth, BacTiter-Glo luminescence, 24 h;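 active = growth inhibition of the mutant yeast at or above 50%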;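 also: temperature-sensitive mutant grown at 25 °C; plate controls were DMSO-treated mutant yeast for no effect and medium wells lacking yeast for full effect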
tim10-1 inh – growth inhibitors of tim10-1 mutant yeast, primary screen, luminescence, uHTS | inhibition, % at 20 µM | hit rate 2.2% among 330,000 | S. cerevisiae tim10-1 ts strain growth, BacTiter-Glo, 24 h | AID 463190, 2010;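 active = inhibition of at least 40%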;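 also: mutant grown at 25 °C; 0% = DMSO wells with yeast and 100% = wells holding no yeast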
Jurkat NFkB inh – inhibitors of induced NF-kB luciferase reporter, primary screen, TCR NF-kB activation inhibitor project, cell-based, luminescence, uHTS | Jurkat, PMA/ionomycin-induced NF-kB luciferase reporter | hit rate 0.53% among 330,000 | inhibition, % at 4 µM; in the data active = inhibition above about 50%
XBP1 UPR activ – activators of adaptive XBP1 UPR arm, primary screen, cell-based, CHO-XBP1 luciferase reporter, luminescence, uHTS. IRE1-XBP1 UPR activation; percent of tunicamycin response, DMSO as zero. activation, % at 20 µM. hit rate 0.33% among 330,000. AID 463104, 2010;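 active = versus positive control, 20 µM dose yields 30% or more activation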;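 also: 100% = tunicamycin at 10 µg/mL and 0% = DMSO only wells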
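Material: IRE1-XBP1 luciferase reporter CHO line / Quantity: one thousand reporter cells per well / Buffer or medium: F12 with 10% serum / Compound: 20 µM single concentration, DMSO 1% / Times: 6 h treatment, 37 °C / Detection: Steady-Glo luciferase glow luminescence, 10 min after reagent addition / Benchmarks: tunicamycin high, DMSO low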
UPR CHOP act – activators of apoptotic CHOP UPR arm, primary screen, cell-based, CHO-CHOP luciferase reporter, luminescence, uHTS; activation, % at 10 µM; UPR activation; percent of tunicamycin response over DMSO baseline; AID 449763, 2010; hit rate 0.34% among 330,000;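 active = at 10 µM dose, activation of 40% or more, normalized to positive control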;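 also: 100% = tunicamycin at 10 µg/mL and 0% = DMSO alone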
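Dosing – one dose, 10 µM in 0.5% DMSO · System – CHO-CHOP cells, stable luciferase reporter of PERK-eIF2a-CHOP signalling · Input – 500 cells/well · Control set – tunicamycin 10 µg/mL final as positive, DMSO-only wells as negative · Timing – 6 h compound treatment, 37 °C · Measure – % activation vs tunicamycin · Technique – luminescence read with Steady-Glo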
The depositor's hits bear a star.

cpd	SMILES	TIM10 inh	Mdm2-MdmX inh	697 NFkB inh	tim23-1 inh	tim10-1 inh	Jurkat NFkB inh	XBP1 UPR activ	UPR CHOP act
1	CC(O)CNCCOc1ccccc1OCc1ccccc1 (stereo not drawn)	-12	10	16	23	-5	-3	-2	0.9
2	COc1ccc(NC(=O)CN(C)C(=O)CN2C(=O)c3ccc([N+](=O)[O-])cc3C2=O)cc1	-1	16	23	-11	-9	1	-7	-1.5
3	Cc1onc(-c2ccccc2Cl)c1C(=O)OCC(=O)c1ccc2c(c1)OCCO2	10	18	-14	5	14	1	1	2.8
4	O=C(NC1CCCCC1)c1cccc(OCc2ccccc2)c1	9	3	-15	2	12	-7	-5	0.9
5	Cc1cc(C(=O)NNC(=O)Cc2ccc(Cl)cc2)c(C)o1	-13	8	12	-13	-39	5	-1	1.9
6	COc1ccccc1C(=O)Nc1nc2ccccc2s1	35	93*	2	58*	35	62*	-13	-12
7	COc1ccc(C(=O)OCc2csc(C)n2)c(O)c1	5	-31	-33	5	26	-46	3	4.9
8	O=C(Nc1ccc2c(c1)CCCN2C(=O)c1ccccc1)c1ccccc1Br	19	79*	-333	30	14	-13	2	-0.1
9	Cn1c(=O)c2c(nc(NCc3ccccc3)n2CCCc2ccccc2)n(C)c1=O	1	27	-16	8	10	1	-9	-1.8
10	COc1ccc(CNC(=O)COC(=O)CNC(=O)c2sc3ccccc3c2Cl)cc1OC	-10	14	14	4	-1	0	2	-0.3
11	Cc1nn(CC(=O)N(C)C2CCC(C)CC2)c(C)c1S(=O)(=O)N(C)C (stereo not drawn)	1	1	-10	-5	10	-16	-4	-0.7
12	CC1=NN(C(=O)Cc2ccc(C)cc2)C(O)(c2cccnc2)C1 (stereo not drawn)	10	35	9	-32	-13	6	-1	-1.6
13	CC(C)C(=O)Nc1ccc(-c2ccc3nncn3n2)cc1	6	13	5	2	-11	-5	-1	1.8
14	Cc1c(C(=O)NC2=NCCS2)cccc1[N+](=O)[O-]	-2	2	-3	14	24	3	3	2.6
15	COc1cc(NC(=O)c2cc(=O)[nH]c3ccc(S(=O)(=O)N4CCOCC4)cc23)cc(OC)c1	6	22	10	-16	0	0	-2	-0.8
16	O=C(NC1CCOc2ccccc21)c1ccccn1 (stereo not drawn)	-10	-5	20	13	13	-6	3	-1.3
17	CN1CCN(C(=O)c2cc(-c3ccccc3)on2)CC1	0	-52	-60	9	-11	-54	3	-1.0
18	COc1ccc(CNC(=O)Cc2cccs2)cc1	-10	3	-12	-3	-20	-18	-2	4.1
19	Cc1cccc(CC(C)NC(=O)c2oc3c(F)cccc3c2C)n1 (stereo not drawn)	4	3	-45	25	-7	-23	3	2.9
20	CCOc1ccc(C(=O)NCC(=O)OCc2c(C)noc2C)cc1OCC	-7	3	2	25	3	-19	-2	-1.1
21	CN1CCc2c(sc(N)c2C(N)=O)C1	-11	14	8	14	10	-1	-1	-1.1
22	CC(=O)Nc1nonc1C(=O)N1CCC(C)CC1	11	-6	-26	13	2	-16	1	-0.6
23	COc1cc(/C=C2/C(=N)N3C(=NC2=O)SN=C3S(C)(=O)=O)ccc1OS(=O)(=O)c1ccccc1	20	-3	9	16	26	1	-2	-0.3
24	CCCNC(=O)N1CCN(c2ncccn2)CC1	-1	9	2	13	21	-1	-2	-3.2
25	O=C(NC12CC3CC(CC(C3)C1)C2)OCCNC1CCCCC1	2	31	1	-20	-16	-7	2	-1.0

Part of the list above, with each value named:
4) O=C(NC1CCCCC1)c1cccc(OCc2ccccc2)c1
  TIM10 inh = 9
  Mdm2-MdmX inh = 3
  697 NFkB inh = -15
  tim23-1 inh = 2
  tim10-1 inh = 12
  Jurkat NFkB inh = -7
  XBP1 UPR activ = -5
  UPR CHOP act = 0.9

5) Cc1cc(C(=O)NNC(=O)Cc2ccc(Cl)cc2)c(C)o1
  TIM10 inh = -13
  Mdm2-MdmX inh = 8
  697 NFkB inh = 12
  tim23-1 inh = -13
  tim10-1 inh = -39
  Jurkat NFkB inh = 5
  XBP1 UPR activ = -1
  UPR CHOP act = 1.9

6) COc1ccccc1C(=O)Nc1nc2ccccc2s1
  TIM10 inh = 35
  Mdm2-MdmX inh = 93*
  697 NFkB inh = 2
  tim23-1 inh = 58*
  tim10-1 inh = 35
  Jurkat NFkB inh = 62*
  XBP1 UPR activ = -13
  UPR CHOP act = -12

7) COc1ccc(C(=O)OCc2csc(C)n2)c(O)c1
  TIM10 inh = 5
  Mdm2-MdmX inh = -31
  697 NFkB inh = -33
  tim23-1 inh = 5
  tim10-1 inh = 26
  Jurkat NFkB inh = -46
  XBP1 UPR activ = 3
  UPR CHOP act = 4.9

(list continues)
cpd	SMILES	TIM10 inh	Mdm2-MdmX inh	697 NFkB inh	tim23-1 inh	tim10-1 inh	Jurkat NFkB inh	XBP1 UPR activ	UPR CHOP act
26	O=C(Nc1ccc(O)cc1)c1ccccc1OCc1ccccc1	37	44	-18	53*	45*	-3	8	3.0
27	O=c1c2ccccc2[nH]c(=S)n1CCCn1ccnc1	6	7	-5	10	18	7	-3	-0.2
28	CC(Oc1ccccc1)C(=O)N1CCN=C1SCc1ccccc1 (stereo not drawn)	-27	11	-2	23	-9	-13	-2	-2.0
29	O=C(NCCN1CCOCC1)c1sc2cc(Cl)ccc2c1Cl	2	6	9	6	11	-8	-3	1.5
30	CC1(C)CC2CC(C)(CN2Cc2c(O)ccc3ccccc23)C1 (stereo not drawn)	7	11	-20	20	36	-14	2	-0.2
31	CCOC(=O)C1CCN(C(=O)COC(=O)CSc2ccccc2C)CC1	9	-1	-11	23	29	-2	-3	0.0
32	CCN(CC(=O)Nc1ccc(OC)cc1)CC(=O)Nc1ccc(Br)cc1F	36	33	-14	21	33	-7	1	-0.4
33	CCOC(=O)C(NC(=O)c1ccccc1)(Nc1cccc(C)n1)C(F)(F)F (stereo not drawn)	1	9	-15	18	25	0	-2	-2.7
34	CCOC(=O)C1=C(C)NC2=C(C(=O)CCC2)C1c1cn(Cc2ccc(Cl)cc2Cl)nc1-c1ccccc1 (stereo not drawn)	7	30	21	21	30	0	-2	-0.2
35	CC1CCC(NC(=O)Cn2cnc3sccc3c2=O)CC1 (stereo not drawn)	5	-9	3	9	-22	-4	-1	3.7
36	C/C(=N\Nc1nc(N)cc(Cl)n1)c1cccc(N)c1	-8	18	7	11	24	-9	-2	1.0
37	CN1C(=O)C2(N=c3ccccc3=N2)c2ccccc21	9	-19	-37	-1	25	-40	3	-2.7
38	CCn1cc(/C=C(/C#N)S(=O)(=O)c2ccccc2)cn1	3	2	14	-5	8	1	1	0.9
39	CN(C)c1ccc(NC(=O)COC(=O)CNC(=O)c2cccs2)cc1	-7	18	16	9	8	7	1	1.5
40	COc1ccc(C(=O)Nc2ccc(Cl)cc2C(=O)N2CCCC(C)C2)cc1OC (stereo not drawn)	13	12	26	25	8	6	-3	-0.4
41	Cc1ccc(C(=O)Nn2c(O)c(C=C3N=c4ccccc4=N3)sc2=S)cc1	-3	27	12	-4	8	5	-2	-1.6
42	O=C(/C=C/c1ccc([N+](=O)[O-])cc1)c1cccnc1	2	32	14	17	7	3	2	1.1
43	CCCC/C(O)=C1\C(=O)CCCC1=NCCc1c(C)[nH]c2ccc(OC)cc12	-8	0	20	19	1	-9	-4	-1.1
44	COc1cccc(Oc2nc(N)ncc2[N+](=O)[O-])c1	3	4	0	28	26	12	-1	-1.1
45	CC1CCN(C2CCN(C(=O)c3ccccc3F)CC2)CC1	-10	14	9	-7	-10	-3	1	1.6
46	COC(=O)[C@@H](Cc1ccccc1)NC(=O)NCCc1ccc(OC)c(OC)c1	10	-22	11	19	-9	3	-4	0.2
47	CC(OC(=O)c1ccc(NC(=O)CC#N)cc1)C(=O)Nc1nc(-c2ccccc2)cs1 (stereo not drawn)	12	3	-83	9	13	-29	-2	3.4
48	CCCCN(CCCNC(=O)C1CCN(S(=O)(=O)N2CCOCC2)CC1)c1ccccc1	3	11	-9	7	9	-19	0	-1.1
49	Cc1nn(CC(=O)NC2CCCC2)c(C)c1[N+](=O)[O-]	2	-7	7	-8	-7	5	-1	0.0
50	COc1ccc(Cl)cc1N(CC(=O)N1CCCC1)S(=O)(=O)c1ccc(C)cc1	25	0	-12	18	-6	-16	1	-0.1

(list continues)
cpd	SMILES	TIM10 inh	Mdm2-MdmX inh	697 NFkB inh	tim23-1 inh	tim10-1 inh	Jurkat NFkB inh	XBP1 UPR activ	UPR CHOP act
51	Nc1nonc1-n1nnc(C(=O)N/N=C/c2ccc(Cl)cc2)c1-c1ccc2c(c1)OCO2	-18	9	2	-4	-1	-3	-3	1.7
52	CC(=O)Nc1ccc(S(=O)(=O)N(C)CC(=O)OCCOc2cccc(C)c2)cc1	-1	9	-18	6	4	9	-5	2.9
53	O=C(NC1CC1)c1ccc(CS(=O)c2ccccc2)o1 (stereo not drawn)	4	34	8	1	-3	-12	-1	-0.2
54	CC1(C)CC(=O)C(C=NCCN2CCN(C(=O)C34CC5CC(CC(C5)C3)C4)CC2)=C(O)C1	6	-6	-18	11	3	-14	0	0.5
55	O=C1c2ccccc2NC(c2ccc(Br)o2)N1O (stereo not drawn)	2	-25	-78	19	-5	-52	0	3.6
56	O=C(NN=C1CCCCCCCCCCC1)c1ccncc1	-7	-9	-4	15	-1	-15	-1	-1.2
57	CC(C)=C1C2C=CC1C(C(=O)Nc1cccc(C)c1)C2C(=O)O (stereo not drawn)	4	22	13	17	3	15	0	-0.2
58	Cc1nc2cc(-c3cccs3)nn2c(NCC(C)(C)CN(C)C)c1C	28	1	-49	37	32	-14	2	9.7
59	COc1cccc(OCC(O)CNC(C)c2ccccc2)c1 (stereo not drawn)	8	13	16	-14	-9	1	-2	2.3
60	C[C@H](CO)N1C[C@H](C)[C@H](CN(C)C(=O)Nc2ccc(F)cc2)Oc2ccc(NC(=O)NC3CCCCC3)cc2CC1=O	5	9	6	10	5	9	-4	-0.1
61	CC1NC2(C(=O)N(Cc3ccccc3)c3ccccc32)C2C(=O)N(c3ccccc3)C(=O)C12 (stereo not drawn)	7	20	0	15	17	-3	-2	1.0
62	O=C(Nc1cccc(S(=O)(=O)NC2=NCCC2)c1)c1ccc(=O)[nH]c1	3	-18	7	15	6	2	3	1.1

Screens (PubChem BioAssay)
